Screening data (PubChem)
GLP1R cytotox: cytotoxicity counter-screen for GLP-1 receptor inverse agonists; HEK293 cAMP-luciferase reporter cells, luminescence, 24 h; Potency, µM (titrated, usually from 38.3 µM), inactives show at the top dose activity change, negative = inhibition, actives largely listed as inhibitors; hit rate 0.13% among 410,000;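 note: loss of luciferase light is scored as toxicity; % is set by controls: 0 for no effect and ±100 for the full control effect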
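Cells in DMEM/10% Nu serum/1% pen-strep, 1536-well format. Pre-incubated 12 h, dosed with 23 nL compound, incubated a further 24 h. Luciferase detection, 12 min at room temp, luminescence.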
SW480 rerep: DNA re-replication induction in SW480 cells; Potency, µM (series often up to 46.1 µM), inactives show top-dose re-replication activation, hits mostly activators; hit rate 1.8% among 340,000; SW480 DNA re-replication, Hoechst DNA content imaging, 48 h; AID 624297; note: % of control where 0% means no effect; nearly all actives have a fitted effect of over 55% in size
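Hoechst fluorescence of nuclei (405 nm excitation, 500-530 nm emission) measured by plate-scanning imager after 48 hr compound exposure at 37 C; re-replication scored as increased number of nuclei with elevated intensity.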
HT1080-NT tox: kills 2HG-producing HT-1080-NT fibrosarcoma cells. AID 686970. HT-1080-NT fibrosarcoma viability, CellTiter-Glo ATP luminescence, 48 h. hit rate 1.6% among 360,000. Potency, µM (titrated, usually from 46.1 µM), for the others: top-dose activity, negative = less viability, actives largely listed as cytotoxic;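 note: NT is the 2HG producing partner of a matched IDH1 knockdown line; 0% = DMSO-treated cells and -100% = media-only wells without cells; nearly all actives have a fitted effect of over 55% in size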
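Toxicity toward the 2HG-producing NT line was scored as %Activity, normalised to DMSO and no-cell wells, from CellTiter-Glo luminescence after 48 hours' treatment.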
GLP-1R agonist: activates the human GLP-1 receptor. P43220. HEK293 GLP-1R CRE-luciferase, luminescence, 4-6 h; cells express a hypersensitive GLP-1R form. Potency, µM (series often up to 45.6 µM), without a hit: at the highest dose activation, actives largely listed as activators. hit rate 0.007% among 380,000; note: % of control where 0% means no effect
Target sequence (P43220 whole entry, looked up): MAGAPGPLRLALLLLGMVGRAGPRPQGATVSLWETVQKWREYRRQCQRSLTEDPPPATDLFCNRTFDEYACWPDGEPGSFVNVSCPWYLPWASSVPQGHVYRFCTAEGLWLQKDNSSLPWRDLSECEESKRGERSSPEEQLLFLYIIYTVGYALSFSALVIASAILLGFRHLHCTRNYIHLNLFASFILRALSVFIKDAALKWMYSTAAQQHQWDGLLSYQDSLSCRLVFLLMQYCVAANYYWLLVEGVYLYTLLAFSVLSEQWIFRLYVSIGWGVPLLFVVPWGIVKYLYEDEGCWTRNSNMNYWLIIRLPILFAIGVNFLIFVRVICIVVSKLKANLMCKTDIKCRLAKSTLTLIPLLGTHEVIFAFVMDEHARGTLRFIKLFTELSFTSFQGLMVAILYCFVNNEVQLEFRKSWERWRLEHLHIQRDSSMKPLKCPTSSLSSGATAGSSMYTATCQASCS
TDP-43 yeast inh: inhibitors of TDP-43 toxicity in yeast | TDP-43 expressing yeast growth rescue, BacTiter-Glo, 24 h | Potency, µM (series often up to 46.1 µM), without a hit: at the top dose growth rescue (activation), hits mostly activators | hit rate 1.8% among 410,000 | AID 652104; note: % of control where 0% means no effect; nearly all actives have a fitted effect of over 50% in size
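Growth rescue of TDP-43-toxic yeast measured as ATP luminescence (BacTiter-Glo). Cells grown to mid-log in raffinose, induced in galactose at OD600=0.02, exposed to compound 24 hr at 30 deg C.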
GLP1R inv ag: inverse agonists of human GLP-1 receptor; P43220; HEK293 GLP-1R CRE-luciferase, luminescence, 24 h; GLP-1R form is constitutively active; Potency, µM (highest dose often 38.3 µM), without a hit: at the highest dose activity change, negative = inhibition, hits mostly inhibitors; hit rate 1.6% among 410,000; AID 624417; note: % is set by controls: 0 for no effect and ±100 for the full control effect; nearly all actives have a fitted effect of over 55% in size
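Constitutively active GLP-1R drives a cAMP-responsive luciferase in stably transfected HEK293 cells; test compounds are added after overnight (12 h) attachment and left 24 hr, and signal loss in luminescence marks inhibition.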
KB-V1 MDR tox: kills drug-selected multidrug resistant KB-V1 cells; KB-V1 MDR cells viability, CellTiter-Glo, 72 h; Potency, µM (top dose mostly 46.1 µM), without a hit: top-dose activity change, negative = cytotoxicity, actives largely listed as cytotoxic; hit rate 3.4% among 400,000; note: % is set by controls: 0 for no effect and ±100 for the full control effect; nearly all actives have a fitted effect of over 60% in size
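KB-V1, DMEM (no phenol red) + 10% FBS; cpd pin-transferred, titration series; 72 h, 37 degrees C; CellTiter-Glo, luminescence. Data normalized, curve-fit.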
HT1080 IDH1KD tx: toxicity to HT-1080 IDH1 knockdown cells (counter line); HT-1080 IDH1 knockdown viability, ATP luminescence, 48 h; hit rate 2% among 360,000; Potency, µM (doses to about 46.1 µM), inactives show at the highest dose activity, negative = toxicity, hits mostly cytotoxic; AID 686971;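 note: 0% = DMSO wells and -100% = cell-free medium wells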
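In this qHTS, HT-1080 cells depleted of IDH1 are exposed for 48 h at 37 °C to compound titrations. Toxicity is scored from CellTiter-Glo luminescence, with DMSO as full viability and medium alone as none.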
KB-3-1 cytotox: KB-3-1 parental cell cytotoxicity. Potency, µM (series often up to 46.1 µM), for inactives: at the highest dose activity change, negative = cytotoxic, usual class: cytotoxic. hit rate 1.4% among 400,000. KB-3-1 viability, CellTiter-Glo ATP luminescence, 72 h; note: % is set by controls: 0 for no effect and ±100 for the full control effect; nearly all actives have a fitted effect of over 60% in size
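Screening of KB-3-1 cells (DMEM, 10% FBS, phenol-red free) ran from lowest to highest compound concentration; after 72 h at 37 °C viability was read luminescently and curves fitted.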
An asterisk follows results filed as active; u = inconclusive; x = not tested or not shown; [ ] = dose if it differs, or a comment. Calls come from the whole dose curve; as a rule, active = well fitted curve in the direction sought with a large enough effect; inconclusive = small, poorly fitted or top-dose-only effect, or another doubt; inactive = no such curve, though single readings can be large; an effect the other way counts as inactive or inconclusive. Potency is the fitted concentration of half-maximal effect.

SMILES	GLP1R cytotox	SW480 rerep	HT1080-NT tox	GLP-1R agonist	TDP-43 yeast inh	GLP1R inv ag	KB-V1 MDR tox	HT1080 IDH1KD tx	KB-3-1 cytotox
CN(C(=O)c1ccc(NC(=O)Cc2ccc([N+](=O)[O-])cc2)cc1)C1CCCC1	u	-5%	-1%	12%	-3%	u	-1%	-3%	-14%
O=C1NC[C@H](CCCCN2CCN(CCc3ccc(O)cc3)C(=O)C2=O)N(CCc2ccc(O)cc2)C1=O	0%	x	14%	-1%	22%	7%	4%	7%	5%
COc1cccc(C(=O)NCCS(=O)(=O)N2CCN(C(=O)c3ccco3)CC2)c1	-2%	-4%	-5%	3%	-9%	11%	u	-2%	-5%
Cc1nn2c3ccccc3nc2n(C)c1=O	-1%	-4%	10%	-10%	15%	-13%	0%	12%	-2%
C=CCOC(=O)C1=C(C)Nc2nnnn2C1c1cccs1 (stereo not drawn)	-15%	u	4%[9.24 µM]	0%	-13%	0%	u	u	0%
COc1ccc(NC(=O)NC2COc3ccccc3C2)c(OC)c1 (stereo not drawn)	-6%	x	x	x	9%	1%	3%	x	8%
Cc1cc(S(=O)(=O)N2CCOCC2)ccc1OCC(=O)Nc1ccc(F)c(Cl)c1	-2%	8%	-7%	-2%	-31%	-26%	u	-2%	1%
Cc1nc(-c2ccc(S(=O)(=O)Nc3ccc(Cl)c(C(F)(F)F)c3)cc2)co1	-3%	x	x	-3%	u	u	u	x	0%
O=[N+]([O-])c1ccc(COc2ccc(CN3CCCC3)cc2)cc1	21%	5%	-1%	-2%	2%	u	0%	-1%	0%
CCc1ccc(N2C(=O)CN(Cc3cccs3)C2=S)cc1	14%[7.66 µM]	3%	-4%	1%	u	5%[7.66 µM]	-23%	-28%	0%
CC(C)(C)[C@@H]1COC(=O)[C@H](Cc2ccc(F)cc2)CC/C=C\C[C@H](CC(=O)N(CCO)Cc2ccccc2)C(=O)N1	u	2%	u	-4%	16%	u	-5%	u	-3%
CC(NC(=O)/C(C#N)=C/c1cn(-c2ccccc2)nc1-c1ccc(F)cc1)c1ccccc1 (stereo not drawn)	48%[activator]	-8%	-2%	-12%	4%	10%	11%	-1%	-9%
Cc1ccc(C)c(OCCSc2nnc(-c3cccnc3)n2N)c1	-5%	-8%	-1%	1%	4%	16%	-9%	-3%	-2%
FC(F)(F)c1cccc(Oc2cc(C(F)(F)F)nc(-c3ccccn3)n2)c1	-2%	-8%	3%	8%	14%	8%	u	u	-2%
O=S(=O)(Nc1ccccc1N1CCCCC1)c1ccc(F)cc1F	18%	4%	0%	10%	-23%	-37%	-18%	2%	0%
CCOc1ccc(C(=O)CCC(=O)NNC(=O)c2ccncc2)cc1	-8%	-5%	2%	-9%	-11%	16%	u	0%	-28%
CCOc1ccc(/C=N/N2CCN(Cc3ccccc3)CC2)cc1	-20%	-2%	0%	0%	-1%	u	-16%	3%	7%
O=C(Nc1nccs1)c1cc(-c2ccccc2)nn1-c1ccccc1	6%	u	-5%	2%	-21%	-9%	-12%	0%	2%
Cn1c(N)c(S(=O)(=O)N2CCN(c3ccccc3)CC2)c(=O)n(C)c1=O	6%	-9%	5%	6%	-3%[0.397 µM]	0%	0%	9%	21%
O=C(O)CNC(=S)N(Cc1ccccc1)Cc1ccccc1F	-16%	-63%[inhibitor]	-1%	-1%	22%	-2%	u	-5%	5%
Clc1ccccc1-c1ncc(-c2ccccc2)o1	-22%	5%	3%	15%	0%	-11%	7%	2%	2%
COc1ccccc1C1CC(c2ccc(F)cc2)Nc2ncnn21 (stereo not drawn)	-13%	21%	-2%	-2%	-12%	-7%	-18%	-8%	-20%
CCC(C)c1ccc(S(=O)(=O)N2CCN(C(=O)COc3ccc4c(C)cc(=O)oc4c3)CC2)cc1 (stereo not drawn)	3%	-1%[9.22 µM]	1%	-6%	1%	u	-5%	-6%	-16%
COc1ccc(-c2noc(=O)n2Cc2ccccc2Cl)cc1	-3%	-4%	5%	6%	20µM*	u	0%	4%	u
CCOC(=O)c1sc(NS(=O)(=O)c2cc(C)ccc2C)nc1C	0%	0%	-18%	5%	8%	u	1%	-13%	27%
COc1ccc(C2=C(C)C(=O)N(Cc3ccc(C(=O)Nc4cccc(F)c4)cc3)S2(=O)=O)cc1	-2%	x	x	x	-8%	-25%	6%	x	-11%
CCOC(=O)C1C(=O)NC(c2ccccc2)=NC1c1cccc(Br)c1 (stereo not drawn)	8%	-2%	1%	11%	-11%	-3%	-4%	15%	2%
COc1ccc2c(c1OC)C(=O)N1C(C(=O)O)Cc3c([nH]c4ccccc34)C21 (stereo not drawn)	22%	1%	-7%	7%	7%	54%[activator]	-8%	-6%	u
CCOC(=O)c1c(C)oc2ccc(OCC(=O)C(C)(C)C)cc12	15%	-1%[9.22 µM]	5%	1%	8%	u	-7%	4%	12%
O=C(COc1ccc(Br)cc1)Nc1ccc2oc(=O)ccc2c1	4%	1%	4%	-7%	14%	4%	x	5%	x
CCn1c(=O)cc(SCC(=O)NCc2ccco2)c2ccccc21	u	21µM*	7.9µM*	16%	-11%	9%	u	5µM*	26µM*
COc1cc(CCC(=O)NNC(=O)c2cccc(Cl)c2)cc(OC)c1OC	1%	-8%	5%	3%	16%	-1%	14%	5%	20%
Cc1cccc(C(=O)Nc2cccc(OCc3cc(=O)n4c(C)csc4n3)c2)c1	-1%	x	x	1%	18%	-17%	-4%	x	2%
O=C(Cn1ccnc1)c1ccc(O)c(O)c1	u	-10%	1%	-4%	9%	4%	-29%	-2%	12%
CC(NC(=O)CS(=O)(=O)c1ccccc1)c1ccccc1 (stereo not drawn)	4%	6%	2%	6%	4%	-3%	3%	12%	-4%
CCc1ccc(N2C(=O)CC(NNc3nc4ccccc4s3)C2=O)cc1 (stereo not drawn)	-10%	-8%	-2%	-8%	0%	-21%	11%	-2%	26%
O=C(COC(=O)Cc1ccc(Cl)cc1Cl)NC1CC1	0%	2%	8%	12%	1%	4%	45%	3%	u
Cc1cc(C)nc(N2CCC(C(=O)NCCc3ccc(Cl)cc3)CC2)n1	0%	1%	15%	6%	17%	6%	-9%	3%	-2%
CSc1ccc(C2NN=C(c3ccccc3)S2)cc1 (stereo not drawn)	4%	0%	2%	2%	-11%[1.82 µM]	-23%	18%	-3%	4%
Cc1cc(Cl)ccc1Oc1ncnc2oc(-c3ccccc3)cc12	15%	1%	19%	-31%	-5%	27%	7%	10%	14%
O=C(COC(=O)c1ccccc1)c1ccc(S(=O)(=O)N2CCCCC2)cc1	1%	-18%	5%	0%	6%	6%	0%	0%	7%
O=C(Nc1ccnn1C1CCN(Cc2cccc(O)c2)CC1)C1CCCC1	-6%	-8%	3%	-6%	-7%	-4%	1%	-10%	0%
O=S(=O)(c1ccc2ccccc2c1)N(CC(O)CN1CCOCC1)c1ccccc1 (stereo not drawn)	22%	-3%	-5%	2%	-3%	-29%	2%	u	0%
COCCn1c(SCC(=O)Nc2cc(C)on2)nnc1-c1c[nH]c2ccccc12	-4%	-4%	20%	-7%	9%	7%	0%	8%	10%
CCC(C)c1ccc(NC(=S)Nc2ccc(OC)cc2)cc1 (stereo not drawn)	0%[1.53 µM]	5%	-9%	-1%	24%	u	u	-14%	-20%

Ordered by molecular weight (high to low): 5 of the compounds above.
SMILES	GLP1R cytotox	SW480 rerep	HT1080-NT tox	GLP-1R agonist	TDP-43 yeast inh	GLP1R inv ag	KB-V1 MDR tox	HT1080 IDH1KD tx	KB-3-1 cytotox
Cc1cc(C)nc(N2CCC(C(=O)NCCc3ccc(Cl)cc3)CC2)n1	0%	1%	15%	6%	17%	6%	-9%	3%	-2%
CCc1ccc(N2C(=O)CC(NNc3nc4ccccc4s3)C2=O)cc1 (stereo not drawn)	-10%	-8%	-2%	-8%	0%	-21%	11%	-2%	26%
Cc1cc(Cl)ccc1Oc1ncnc2oc(-c3ccccc3)cc12	15%	1%	19%	-31%	-5%	27%	7%	10%	14%
CCC(C)c1ccc(NC(=S)Nc2ccc(OC)cc2)cc1 (stereo not drawn)	0%[1.53 µM]	5%	-9%	-1%	24%	u	u	-14%	-20%
CC(NC(=O)CS(=O)(=O)c1ccccc1)c1ccccc1 (stereo not drawn)	4%	6%	2%	6%	4%	-3%	3%	12%	-4%

(next part)
SMILES	GLP1R cytotox	SW480 rerep	HT1080-NT tox	GLP-1R agonist	TDP-43 yeast inh	GLP1R inv ag	KB-V1 MDR tox	HT1080 IDH1KD tx	KB-3-1 cytotox
CN(C)S(=O)(=O)c1ccc(Cl)c(C(=O)OCC(=O)NNC(=O)c2cccs2)c1	-12%	1%	14%	5%	2%	3%	u	4%	14%
O=c1nc(N2CCOCC2)nc(N/N=C/c2ccc3c(c2)OCO3)[nH]1	-8%	1%	-6%	-1%	0%	u	4%	-2%	9%
CCN(C[C@H]1N[C@@](C)(C(=O)OC)[C@H]2C(=O)N(C)C(=O)[C@@H]12)C(C)=O	0%	5%[9.22 µM]	24%	-1%	17%	26%	-4%	8%	22%
COc1ccc(C2c3[nH]c4ccccc4c3CCN2Cc2cccn2-c2ncccn2)cc1C (stereo not drawn)	u	u	26µM*	0%	0%	u	u	23µM*	u
O=C(c1ccco1)N1CCN(C(=O)C2CC(=O)N(c3ccccc3)C2)CC1 (stereo not drawn)	11%	4%	1%	5%	4%	16%	-8%	u	8%
O=C(O)Cc1ccc(NC(=O)c2cccs2)cc1	1%	-6%	2%	-6%	17%	6%	14%	1%	1%
O=C1CCCN1S(=O)(=O)c1ccccc1	-9%	5%	-1%	0%	1%	-6%	-5%	-4%	-3%
COc1ccc(S(=O)(=O)NCCOc2ccccc2)cc1F	17%	-8%	-3%	-2%	-6%	12%	0%	0%	0%
N#Cc1ccc(C(=O)Nc2cccc3ncccc23)c(F)c1	0%	-7%	4%	-1%	6%	-13%	u	10%	-4%
COCc1cc(C)nc(N2CCN(Cc3ccccc3)CC2)c1C#N	-8%	0%	8%	7%	10%	10%	-3%	-1%	5%
COCCNC(=O)CN(Cc1ccco1)C(=O)CCC(=O)Nc1nccs1	-3%	18%	17%	2%	-3%	15%	25%	17%	0%
